MITF primary – MITF inhibitors, primary screen, biochemical, AlphaScreen, human | Microphthalmia-associated transcription factor (Homo sapiens), O75030 | hit rate 0.91% among 650,000 | inhibition, % at 2.6 µM | AlphaScreen MITF homodimerization, bead proximity signal | AID 1259374, 2018; in the data active = inhibition above about 50%;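 note: 0% = vehicle wells with protein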
Target sequence (O75030 whole entry, looked up): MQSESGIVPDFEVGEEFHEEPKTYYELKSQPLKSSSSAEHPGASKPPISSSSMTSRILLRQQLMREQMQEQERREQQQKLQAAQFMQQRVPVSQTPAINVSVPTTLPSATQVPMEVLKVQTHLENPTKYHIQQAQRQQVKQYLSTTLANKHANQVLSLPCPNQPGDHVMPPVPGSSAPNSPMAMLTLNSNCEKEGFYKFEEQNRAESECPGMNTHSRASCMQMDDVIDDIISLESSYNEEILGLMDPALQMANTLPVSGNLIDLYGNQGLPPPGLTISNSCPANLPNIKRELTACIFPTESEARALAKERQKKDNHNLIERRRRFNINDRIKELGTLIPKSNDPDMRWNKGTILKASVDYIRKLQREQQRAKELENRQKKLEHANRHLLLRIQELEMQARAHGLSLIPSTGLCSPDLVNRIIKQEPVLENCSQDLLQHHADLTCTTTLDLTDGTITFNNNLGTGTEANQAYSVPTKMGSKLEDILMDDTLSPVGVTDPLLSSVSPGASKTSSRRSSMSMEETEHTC
TEAD-YAP inh – TEAD-YAP interaction inhibition, primary screen, TEAD-YAP interaction inhibitor project, luminescence, HEK-TIYL cells. inhibition, % at 9.12 µM. TEAD-Gal4/YAP UAS-luciferase luminescence. hit rate 1.4% among 640,000; in the data active = inhibition above about 32%;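 note: 0% = median of test compound wells and 100% = reference inhibitor wells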
FBW7 activator – FBW7 E3 ligase activators, primary screen, biochemical, AlphaScreen, human | AlphaScreen FBW7–phospho-cyclin E peptide binding, activator screen | hit rate 0.13% among 650,000 | F-box/WD repeat-containing protein 7 (Homo sapiens), Q969H0 | normalized activity (activation), % at 26.1 µM; in the data active = normalized activity above about 1.9%;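 note: purified mutant Fbw7 with reduced substrate affinity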
GPR151 ag – activators of human GPR151, primary screen, cell-based, PathHunter beta-arrestin, luminescence; hit rate 1% among 650,000; G-protein coupled receptor 151 (Homo sapiens), Q8TDV0; PathHunter beta-arrestin GPR151 cells; activation, % at 11.2 µM; in the data active = activation above about 4.9%;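 note: 0% = median of compound wells and 100% = cells with positive control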
Target sequence (Q8TDV0 whole entry, looked up): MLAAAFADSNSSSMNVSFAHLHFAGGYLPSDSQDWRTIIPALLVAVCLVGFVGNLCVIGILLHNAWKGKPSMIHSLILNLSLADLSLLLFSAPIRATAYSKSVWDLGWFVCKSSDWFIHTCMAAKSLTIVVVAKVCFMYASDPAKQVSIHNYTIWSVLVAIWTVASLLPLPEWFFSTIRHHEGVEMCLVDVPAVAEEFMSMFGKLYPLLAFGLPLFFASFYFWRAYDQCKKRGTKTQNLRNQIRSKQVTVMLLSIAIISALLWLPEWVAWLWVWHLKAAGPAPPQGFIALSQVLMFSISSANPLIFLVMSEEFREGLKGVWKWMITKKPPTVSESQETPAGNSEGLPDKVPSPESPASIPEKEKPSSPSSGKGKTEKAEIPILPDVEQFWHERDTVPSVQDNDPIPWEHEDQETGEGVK
Numbers without * were called inactive; · = no result given. No enrichment for hits; overall some 3.4% were active at least once.

nr	structure	MITF primary	TEAD-YAP inh	FBW7 activator	GPR151 ag
1	Cc1ccn(C(=O)c2cc3cc(Cl)cc(Cl)c3oc2=O)n1	3	4	0.0	1.4
2	CC1CCCCC12NC(=O)N(Cc1nnc(-c3ccccc3Br)o1)C2=O (stereo not drawn)	12	0	0.2	-0.7
3	COc1ccc(-c2nn3c(-c4ccccc4)nnc3s2)cc1	-16	-2	0.1	1.6
4	NC(=O)C1CCN(c2ncnc3nc[nH]c23)CC1	9	3	-0.1	1.1
5	Cc1ccc(O)c(NC(=O)c2cccc(Br)c2)c1	5	-65	1.0	-1.8
6	Cc1nc2c(C(=O)NC3CCCC(C)C3C)cnn2c(C)c1Cc1cccc(Br)c1 (stereo not drawn)	10	4	0.1	4.2
7	O=C1CC(N2CCN(Cc3ccccc3)CC2)C(=O)N1c1ccc(F)cc1 (stereo not drawn)	2	8	0.6	1.9
8	Cc1ccc2nc(NC(=O)CN3C(=O)c4ccc([N+](=O)[O-])cc4C3=O)sc2c1	-4	3	-0.2	0.1
9	O=C(CN1C(=O)c2ccccc2C1=O)OCC(=O)c1cccc([N+](=O)[O-])c1	14	4	0.1	-0.5
10	Cc1ccccc1N(NC(=O)c1c(Cl)ncc(Cl)c1Cl)C(=O)c1ccccc1	12	-4	-0.1	-0.3
11	Cc1cc(OCC(=O)O/N=C(\N)c2ccccn2)ccc1Br	8	-55	0.6	3.5
12	O=C(COC(=O)c1c2ccccc2cc2ccccc12)NNC(=O)c1cccs1	5	0	0.1	-1.1
13	O=C(O)c1ccc(CSc2nnc(COc3ccccc3)o2)cc1	4	-6	0.1	-2.2
14	CCOC(=O)c1sc2nc(SCC(=O)C(C)(C)C)n(Cc3cccs3)c(=O)c2c1C	-5	-1	0.0	-0.5
15	COC(=O)c1sc2nc3c(c(-c4ccccc4Cl)c2c1N)CCCC3	-24	-4	0.1	0.4
16	CC(=O)OC[C@H]1O[C@H](C#CC2=CCCCC2)C=C[C@@H]1OC(C)=O	-4	·	-0.1	2.3
17	Cc1ccc([N+](=O)[O-])c2cc3c(nc12)-c1ccccc1C3=O	-8	10	0.1	1.5
18	Nc1ncnc2c1ncn2[C@@H]1O[C@H](CO)[C@H](O)C1O (stereo partly drawn)	-4	-6	0.0	3.5
19	COc1cc2nc(Nc3ccncn3)nc(NCc3nc4ccccc4[nH]3)c2cc1OC	17	-19	0.6	1.3
20	Cc1c(C(=O)Nc2cnc3ccccc3c2)sc2ncn(CC(=O)N3CCCCC3C)c(=O)c12 (stereo not drawn)	14	-3	-0.5	1.8
21	CS(=O)(=O)N(CC(=O)Nc1cccc(Cl)c1Cl)c1ccccc1F	-1	-14	0.5	-0.8
22	COc1cc(C(=O)N2CCN(c3ccccc3)CC2)cc(OC)c1OC	15	-3	0.1	-0.6
23	Cc1cccc(-n2c(C)cc(/C=C3\C(=N)N4N=C(N5CCOCC5)SC4=NC3=O)c2C)c1	19	-8	0.3	-0.3
24	O=C(COC(=O)C1CCC(=O)N1)Nc1ccccc1OC(F)F (stereo not drawn)	12	-1	0.0	-0.3
25	CCN(CC)C(=O)N1CCN(CCC#N)CC1	3	4	-0.1	-0.5
26	c1ccc(NNC2=Nc3cccc4cccc2c34)cc1	10	-17	1.1	1.0
27	O=S(=O)(NC1c2cccc3cccc(c23)C1NCc1ccco1)c1ccccc1 (stereo not drawn)	7	5	-0.1	-1.1
28	CCC(C)NC(=O)CSc1nnc(-c2ccccn2)n1-c1cccc(OC)c1 (stereo not drawn)	18	3	0.3	0.9
29	C/C=C/CSC1=C(C#N)C(c2sccc2C)C(C(C)=O)=C(C)N1 (stereo not drawn)	-11	-6	-0.1	2.0
30	N#Cc1c(N)nc2c(c1-c1ccc(F)cc1)CCC2	13	-12	0.0	-0.9
31	O=C(NCCc1nc(-c2ccc(Cl)cc2)n[nH]1)c1cccnc1Cl	0	-11	-0.1	0.1
32	COc1ccc(NC(C)=O)cc1NC(=O)Cc1cn(Cc2ccccc2)c2ccccc12	30	-10	0.1	4.5
33	O=C(NC1(C(=O)NC2CCCCC2)CCCCC1)c1ccc2c(c1)OCO2	13	-6	0.7	-0.7
34	CCOCN(C(=O)Cn1c(CO)nc2ccccc21)c1c(C)cccc1CC	-22	7	0.0	-0.9
35	CCC(Cc1ccccc1)NC(=O)c1cccc([N+](=O)[O-])c1 (stereo not drawn)	2	-6	-0.1	-0.4
36	COc1cccc([C@@H]2Oc3ccc(Br)cc3C[C@H]2OC(=O)Nc2cc(OC)c(OC)c(OC)c2)c1	19	·	-0.1	1.1
37	COc1ccccc1N=C1c2ccc([N+](=O)[O-])cc2C(=O)C1C(C)=O (stereo not drawn)	-6	-2	0.0	0.6
38	COc1cc(Nc2nc(C)cc(NCCN(C(C)C)C(C)C)n2)cc(OC)c1OC	-15	-5	0.2	-0.4
39	Cc1ccc(N2C(=S)NC3c4ccccc4OC2(C)C3C(=O)Nc2ccc(C)cc2C)cc1 (stereo not drawn)	10	6	-0.2	0.7
40	COC(=O)c1ccc([N+](=O)[O-])cc1N1C(=O)C2C3CCC(C3)C2C1=O (stereo not drawn)	13	-1	0.4	-1.4
41	O=C(Nc1ccc(F)cc1)Nn1cnnc1	34	-8	0.2	0.2
42	N#Cc1c(N)nc2c(oc3ccccc32)c1-c1ccccc1	1	-5	0.5	-0.3
43	Cc1cc(NC(=O)NC(=O)c2ccccc2F)n[nH]1	4	9	0.0	-3.0
44	COC(=O)C1C(c2cccnc2)c2c([nH][nH]c2=O)CC1(C)O (stereo not drawn)	6	-1	0.0	0.1
45	Cc1c(Cl)cccc1NC(=O)C(=O)NCCN(C)C	-9	-11	-0.2	-0.3
46	O=C(CNc1ccccc1)N/N=C/c1c(O)ccc2ccccc12	15	6	-0.2	-0.9
47	CCCn1cc([C@@H]2C[C@H]3CN(Cc4ccc(OC)cc4)C(=O)[C@]34CCCN24)c(C)n1	11	4	0.3	0.2
48	N#CCSc1nc2ccccc2c(=O)n1Cc1ccc2c(c1)OCO2	3	-1	0.1	5.1*
49	Cc1ccc(Cl)cc1NC(=O)CN(c1cccc(C(F)(F)F)c1)S(C)(=O)=O	13	-8	0.0	-0.6
50	COc1ccc(C2=NN(C(=O)c3ccc(Cl)cc3)C(c3cccc([N+](=O)[O-])c3)C2)cc1 (stereo not drawn)	4	-19	0.1	0.0
51	O=C(Cc1ccc([N+](=O)[O-])cc1)Nc1scc2c1c(=O)oc1ccccc12	-9	10	0.2	-0.2
52	Cc1c(C(=O)Nc2ccc(Cl)cn2)sc2ncnc(N3CCCCC3C)c12 (stereo not drawn)	6	-2	-0.1	-0.1
53	O=C(Nc1cc(Cl)cc(Cl)c1)c1ccc(S(=O)(=O)N2CCCC2)cc1	9	-14	0.2	-1.1
54	Fc1ccc(C(c2nnnn2Cc2ccco2)N2CCN(c3ccccc3)CC2)cc1 (stereo not drawn)	15	-14	-0.1	-0.9
55	O=C(Nc1ccc2oc(-c3ccc(F)cc3Cl)nc2c1)c1ccccc1F	-3	-15	-0.1	1.5
56	Cc1c(CN2CCN(c3cccc(C(F)(F)F)c3)CC2)c(=O)n(-c2ccccc2)n1C	1	12	-0.1	-0.4

Going on with the list.
nr	structure	MITF primary	TEAD-YAP inh	FBW7 activator	GPR151 ag
57	COc1cc(NC(=O)COc2ccccc2C(C)C)c(OC)cc1Cl	10	-11	-0.1	-0.8
58	Cc1ccccc1N(C)C(=O)Cc1noc2ccccc12	2	11	0.2	-1.7
59	CN(C)S(=O)(=O)c1ccc(C(=O)NNC(=O)C23CC4CC(CC(C4)C2)C3)cc1	2	-7	0.0	-0.9
60	CCOc1ccc2[nH]c(=O)c(CN(Cc3nnnn3CCOC)CC3CCCO3)cc2c1 (stereo not drawn)	1	-1	0.1	-0.1
61	Cc1ccc(CNC(=O)C2CCN(C(=O)N3CC(C)Oc4ccc(C)cc43)CC2)cc1 (stereo not drawn)	3	8	-0.4	-0.9
62	Cc1nn(-c2cccc(Cl)c2)c2c1C(c1cccnc1)C(C#N)=C(N)O2 (stereo not drawn)	12	2	-0.1	-0.8
63	O=C(CSc1nnnn1-c1ccccc1)Nc1cccc(NC(=O)C23CC4CC(CC(C4)C2)C3)c1	8	72*	-0.4	-0.5
64	CC1=NC(Nc2nc(C)c3cc(C)ccc3n2)=NC(C)(C)C1	-8	37*	0.6	-1.1
65	CCOC(=O)c1c(NC(=O)COc2ccccc2)sc2c1CC(C)(C)NC2(C)C	-1	13	0.1	1.0
66	Cc1nn(-c2ccccn2)c2c1C(=O)C(=O)C(C)(C)C2Br (stereo not drawn)	13	-11	0.5	2.9
67	CC(C)C(=O)Nc1c2c(nn1-c1ccc(F)cc1)CSC2	2	0	0.0	1.1
68	O=C(NNC(=O)c1cccc(O)c1)c1ccc(Br)cc1	3	-3	-0.2	-0.5
69	COc1ccc(CNc2ccc(C(=O)Nc3cc(F)cc(F)c3)cc2[N+](=O)[O-])cc1	21	16	-0.1	1.6
70	CC1(C)CC(NCCCN2CCCCC2)=CC(=[N+]2CCCCC2)C1	6	10	0.2	-0.6
71	COc1cc(Br)c(/C=C2\C(=O)N(c3cccc(Cl)c3)N=C2C)cc1OC	5	1	-0.1	1.8
72	O=C(OCc1nc2ccc(Cc3ccc4nc(COC(=O)C5CCCCC5)[nH]c4c3)cc2[nH]1)C1CCCCC1	4	-3	0.1	0.2
73	CCOc1ccccc1/C=N/Nc1nc(=O)[nH]nc1C	-4	-13	0.0	-1.7
74	CCCCN(CCCNC(=O)c1c(C)cc(=O)oc1C)c1ccccc1	15	-23	0.1	1.8
75	O=S(=O)(c1ccc(-c2ccccc2)cc1)N1CCN(c2nnnn2-c2ccccc2)CC1	2	3	0.4	4.1
76	COc1ccccc1C(=O)N[C@@H]1c2ccccc2C2(CCN(Cc3ccc(C)o3)CC2)[C@H]1O	13	24	-0.1	-1.0
77	COc1ccc(C(C)NC(=O)CCc2ccccc2)cc1 (stereo not drawn)	12	4	0.6	1.4
78	O=C(O)Cn1c(-c2cccnc2)nc2ccccc21	10	-31	0.0	-1.6
79	CN(C)c1ccc(NC2CC(=O)N(c3ccc(SC(F)F)cc3)C2=O)cc1 (stereo not drawn)	0	-14	0.0	1.0
80	COC(=O)CNC(=O)C1CCCN1C(=O)OC(C)(C)C (stereo not drawn)	6	3	-0.1	0.1
81	Cc1cccn2cc(-c3ccccc3)nc12	2	-4	0.0	-4.5
82	COc1ccc(Cl)cc1NC(=O)C1C2C=CC(C3CC23)C1C(=O)O (stereo not drawn)	1	9	0.4	0.2
83	CC(C)(CN=C1NS(=O)(=O)c2ccccc21)CNC(=O)c1ccccc1Br	-9	0	-0.1	0.8
84	Cc1ccc(-c2noc(CNC(=O)Nc3cccc(C)c3)n2)cc1	1	-5	0.0	0.2
85	Cc1ccc(C)n1-c1ccc(-c2nnc3n2CCCCC3)s1	-6	-8	-0.1	-0.8
86	COC(=O)c1cc(C(=O)CSc2nc(C)cc(C)n2)ccc1O	12	-13	1.3	1.9
87	O=C(NCCNCc1cccs1)c1ccccc1F	27	-8	0.1	-0.7
88	Cc1cccc(NC(=O)Cn2c(C)cc(=O)c3ccccc32)c1	7	41*	0.0	-1.7
89	CCOC(=O)C(=CN1CCOc2ccc(Cl)cc21)C(=O)OCC	8	-3	0.3	0.6

Source: PubChem (The Scripps Research Institute Molecular Screening Center)
